GDH-TPI inh – inhibits GDH-TPI coupling enzymes, artifact for Mtb FBA screen | GDH-TPI coupled enzyme counterscreen, NADH absorbance | inhibition, % at 4.8 µM | AID 588335 | 1.2% of 360,000 active; in the data active = inhibition above about 30%;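 note: 0% = DMSO wells and 100% = wells lacking the enzyme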
FBA Mtb inh – inhibitors of M. tuberculosis fructose-bisphosphate aldolase | purified M. tuberculosis FBA, fluorescence read-out | inhibition, % at 1 µM | 2.3% of 360,000 active; in the data active = inhibition above about 27%;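 note: 0% = vehicle and 100% = reference inhibitor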
Target sequence (P9WQA3 whole entry, looked up): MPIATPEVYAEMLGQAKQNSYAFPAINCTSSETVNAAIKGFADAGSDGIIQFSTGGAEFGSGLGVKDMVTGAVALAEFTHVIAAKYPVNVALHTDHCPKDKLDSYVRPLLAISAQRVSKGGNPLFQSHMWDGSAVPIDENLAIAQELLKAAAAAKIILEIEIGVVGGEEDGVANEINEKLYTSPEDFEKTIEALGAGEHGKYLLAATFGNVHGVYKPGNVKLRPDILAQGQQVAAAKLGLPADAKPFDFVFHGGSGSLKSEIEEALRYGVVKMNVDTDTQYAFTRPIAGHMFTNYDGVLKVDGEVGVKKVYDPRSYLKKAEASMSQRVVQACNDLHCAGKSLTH
PrPC surface inh – reduces human prion protein on the cell surface | P04156 | cell surface PrPC, TR-FRET read-out | inhibition, % at 13.8 µM | 0.43% of 370,000 active | AID 720596; in the data active = inhibition above about 24%; note: 0% = median of the test wells and 100% = reference compound wells
FadD28 binding – inhibitors of Mycobacterium tuberculosis FadD28 bisubstrate binding | 0.22% of 360,000 active | FadD28 bisubstrate probe binding, fluorescence polarization | inhibition, % at 12.5 µM; in the data active = inhibition above about 8.5%, passing the limit was not always enough; inconclusive = no clear call, values can overlap the other calls
MazEF act – activators of E. coli MazEF toxin-antitoxin RNase. activation, % at 20 µM. FAM/BHQ RNA-DNA oligo cleavage fluorescence, 5 h. 0.32% of 350,000 active. P0AE70; in the data active = activation above about 50%
Target sequence (P0AE70 whole entry, looked up): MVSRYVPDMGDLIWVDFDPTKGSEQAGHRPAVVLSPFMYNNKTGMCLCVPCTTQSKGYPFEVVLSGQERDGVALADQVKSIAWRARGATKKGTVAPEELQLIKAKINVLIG
BoNT F protease – BoNT F light chain protease inhibition; AID 588497; inhibition, % at 10 µM; 0.22% of 360,000 active; Multiplex microsphere protease cleavage assay, flow cytometry; in the data active = inhibition above about 35%, passing the limit was not always enough; inconclusive = no clear call, values can overlap the other calls; note: plate controls were buffer without enzyme for full effect and enzyme alone for no effect
UGM FP inh – Mtb UDP-galactopyranose mutase inhibition. P9WIQ1. purified UGM, fluorescence polarization probe displacement. inhibition, % at 10 µM. 0.06% of 320,000 active; in the data active = inhibition above about 10%, passing the limit was not always enough; inconclusive = no clear call, values can overlap the other calls
Rv3671c inh – Rv3671c (M. tuberculosis) protease inhibition; inhibition, % at 5.96 µM; 0.048% of 320,000 active; P9WHR9; in the data active = inhibition above about 38%;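 note: extracellular domain of Rv3671c used as enzyme; 0% = enzyme with DMSO and 100% = no enzyme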
Target sequence (P9WHR9 whole entry, looked up, the tested form may be a part): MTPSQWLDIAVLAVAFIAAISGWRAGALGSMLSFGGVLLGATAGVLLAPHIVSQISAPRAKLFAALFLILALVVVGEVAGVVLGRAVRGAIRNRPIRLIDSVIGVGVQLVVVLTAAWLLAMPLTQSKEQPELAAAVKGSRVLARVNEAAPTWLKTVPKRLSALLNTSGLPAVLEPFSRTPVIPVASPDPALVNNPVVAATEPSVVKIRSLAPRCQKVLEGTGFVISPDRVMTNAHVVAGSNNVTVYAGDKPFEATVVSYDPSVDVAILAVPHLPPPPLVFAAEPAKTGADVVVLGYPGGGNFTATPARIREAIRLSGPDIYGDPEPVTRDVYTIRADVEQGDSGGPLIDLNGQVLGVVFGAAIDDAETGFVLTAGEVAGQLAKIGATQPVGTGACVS
Mtb BioA inh – blocks M. tuberculosis BioA enzyme activity; purified M. tuberculosis BioA enzyme, plate reader; 0.096% of 360,000 active; AID 602481; inhibition, % at 9.99 µM; in the data active = inhibition above about 40%; inconclusive = no clear call, values can overlap the other calls
* marks the source's active call; other numbers are inactive results; ? = inconclusive; · = no result given.

SMILES	GDH-TPI inh	FBA Mtb inh	PrPC surface inh	FadD28 binding	MazEF act	BoNT F protease	UGM FP inh	Rv3671c inh	Mtb BioA inh
c1ccc(CCNc2ncnc3ccccc23)cc1	0.6	-5.1	18.7	-5.2	0.6	7.7	-0.6	-8.3	·
O=C(CNC(=O)c1ccc(Br)cc1)NCCc1nc2ccccc2[nH]1	-2.5	0.8	-6.4	-4.1	5.9	-1.9	·	-2.1	-0.6
N#C/C(=C\c1ccc(-c2ccccc2Cl)o1)C(=O)Nc1nc2ccccc2s1	7.7	0.5	-0.9	-4.3	-9.8	2.6	-1.2	-1.2	3.2
COC(=O)c1ccccc1NS(=O)(=O)c1ccc(Cl)nc1	-6.3	1.8	-1.7	-3.2	-7.3	-3.2	3.2	3.5	·
O=C(NC1CC1)c1ccc(-c2ccccc2)cc1	4.6	5.1	9.1	-0.3	5.7	-4.7	2.0	-2.0	·
Cc1ccccc1NC(=O)CSc1nc2ccccc2o1	0.4	4.0	-5.0	0.2	9.9	-8.7	0.8	1.6	-0.3
COc1ccc(N2CCN(C(=O)COC(=O)[C@@H](NC(=O)OCc3ccccc3)C(C)C)CC2)cc1	13.4	-0.4	1.9	-1.2	6.9	0.1	·	·	0.3
Cc1ccc(C(=O)NCCc2nnc3ccc(NCCCN4CCOCC4)nn23)cc1	10.8	-0.8	-4.6	-1.0	5.6	24.8	0.2	-2.0	0.8
COc1cc(OC)c(C2C(C(=O)Nc3ccc(C)cc3C)=C(C)Nc3ncnn32)cc1OC (stereo not given)	-4.1	2.7	-1.5	-1.1	1.2	-0.7	-3.9	-1.2	-1.8
COc1cccc(NC(=O)CN(C)C(=O)c2cccc(S(=O)(=O)Nc3ccc(C)cc3)c2)c1	-3.1	-2.7	4.2	-3.1	4.6	-2.5	-0.5	-5.5	1.2
Cc1ccsc1C(=O)C1CCCN(Cc2cc(F)ccc2-n2cccn2)C1 (stereo not given)	7.9	3.4	-16.9	-4.3	3.8	2.3	0.1	8.6	·
O=C(Oc1ccc(=O)[nH]n1)c1ccccc1	18.6	2.2	6.8	-1.5	0.9	0.8	·	·	-3.2
Fc1cccc(F)c1-n1c(CN2CCCCC2)csc1=S	11.7	-3.7	-1.3	-5.0	0.9	-0.6	2.4	-2.7	·
COc1cc2c(cc1OC)C(C(=O)NC(C)c1ccccc1)CC(=O)N2 (stereo not given)	6.8	1.3	-5.3	-1.6	14.1	-2.9	1.2	-6.2	-2.1
CCc1cc2c(NC(Cc3c[nH]c4ccccc34)C(=O)O)nc(C)nc2s1 (stereo not given)	-10.9	15.3	0.2	-2.8	2.6	0.2	-1.1	13.2	·
CC1(C)CC(=O)C(CC(=O)N2CCC(Cc3ccccc3)CC2)C(=O)C1	2.2	3.5	2.9	-1.5	-3.7	6.3	1.3	0.7	·
CCOC(=O)c1ccc(NS(=O)(=O)c2cnc[nH]2)cc1	4.3	1.4	3.9	-1.9	-7.8	-3.3	0.1	-7.7	-1.1
COc1ccc(Nc2nc(N)c(C(=O)c3ccc(OC)cc3)s2)cc1	-5.6	-2.2	-19.8	-1.7	0.7	20.8	-1.9	8.5	0.8
CC(CC(=O)Nc1cccnc1)c1ccccc1 (stereo not given)	-4.9	5.0	-5.3	-1.9	-10.1	-0.5	-1.9	12.1	-1.4
Cc1cccc(NC(=O)COC(=O)c2ccc(C)c(S(=O)(=O)N3CCCCC3)c2)c1	3.2	0.1	18.5	-0.2	-2.1	?	-3.2	-21.5	-2.9

Another view of four compounds above:
COc1ccc(N2CCN(C(=O)COC(=O)[C@@H](NC(=O)OCc3ccccc3)C(C)C)CC2)cc1
  GDH-TPI inh = 13.4	FBA Mtb inh = -0.4	PrPC surface inh = 1.9	FadD28 binding = -1.2	MazEF act = 6.9	BoNT F protease = 0.1	UGM FP inh = ·	Rv3671c inh = ·	Mtb BioA inh = 0.3
CC1(C)CC(=O)C(CC(=O)N2CCC(Cc3ccccc3)CC2)C(=O)C1
  GDH-TPI inh = 2.2	FBA Mtb inh = 3.5	PrPC surface inh = 2.9	FadD28 binding = -1.5	MazEF act = -3.7	BoNT F protease = 6.3	UGM FP inh = 1.3	Rv3671c inh = 0.7	Mtb BioA inh = ·
CC(CC(=O)Nc1cccnc1)c1ccccc1 (stereo not given)
  GDH-TPI inh = -4.9	FBA Mtb inh = 5.0	PrPC surface inh = -5.3	FadD28 binding = -1.9	MazEF act = -10.1	BoNT F protease = -0.5	UGM FP inh = -1.9	Rv3671c inh = 12.1	Mtb BioA inh = -1.4
c1ccc(CCNc2ncnc3ccccc23)cc1
  GDH-TPI inh = 0.6	FBA Mtb inh = -5.1	PrPC surface inh = 18.7	FadD28 binding = -5.2	MazEF act = 0.6	BoNT F protease = 7.7	UGM FP inh = -0.6	Rv3671c inh = -8.3	Mtb BioA inh = ·

Complete entries as entered above. Order of screens: GDH-TPI inh, FBA Mtb inh, PrPC surface inh, FadD28 binding, MazEF act, BoNT F protease, UGM FP inh, Rv3671c inh, Mtb BioA inh
Entry for COC(=O)c1ccccc1NS(=O)(=O)c1ccc(Cl)nc1 : -6.3, 1.8, -1.7, -3.2, -7.3, -3.2, 3.2, 3.5, ·
Entry for COc1ccc(N2CCN(C(=O)COC(=O)[C@@H](NC(=O)OCc3ccccc3)C(C)C)CC2)cc1 : 13.4, -0.4, 1.9, -1.2, 6.9, 0.1, ·, ·, 0.3

(list continues)
SMILES	GDH-TPI inh	FBA Mtb inh	PrPC surface inh	FadD28 binding	MazEF act	BoNT F protease	UGM FP inh	Rv3671c inh	Mtb BioA inh
O=C(O)c1ccccc1C=NN1CCCCCC1	9.4	-0.9	2.1	0.3	1.8	-4.2	·	·	0.6
O=C(Nc1ccc(F)cc1)c1ccc2c(=O)n3c(nc2c1)CCCCC3	1.0	0.8	3.8	-5.4	12.8	-5.7	-1.7	-4.5	8.2
Cc1ccc(NC(=S)N(C)C)cc1C	5.9	2.2	3.5	-1.3	4.0	-1.2	-4.1	2.7	2.7
O=C1CC(C(=O)N2CCN(c3ccccc3O)CC2)CN1Cc1ccccc1 (stereo not given)	-1.0	-0.3	0.5	-2.9	3.8	-5.3	-0.9	2.2	2.2
CCN(C(=O)c1cc(S(=O)(=O)N2CCCC2)ccc1C)C1CCS(=O)(=O)C1 (stereo not given)	0.7	2.8	-0.8	·	-0.1	-5.4	-1.5	-6.2	2.3
O=C(COC(=O)Cc1ccccc1F)NCCNC(=O)COC(=O)Cc1ccccc1F	-8.1	-2.6	4.1	-2.1	2.9	4.6	-1.6	-0.4	-0.5
Cc1ccc(Sc2nc3ccc(C)cn3c(=O)c2/C=N/O)cc1	3.8	-0.5	4.5	-2.6	-20.2	-3.2	1.8	-1.2	-0.2
CC(=O)OCCSc1c(-c2ccccc2)c2cc(Cl)ccc2[nH]c1=O	12.2	1.4	2.0	-4.4	-2.5	-7.9	0.2	-8.5	2.2
CCOc1ccc(CCNc2nc3c(c(=O)n(C)c(=O)n3C)n2CC)cc1OCC	11.2	1.8	10.1	-0.8	1.0	-2.4	-0.3	0.2	·
CSc1c(CC(=O)NCCO)n(C)c2ccccc12	5.3	8.6	3.6	1.1	-5.8	3.5	-0.4	1.2	-1.3
O=C1CSC(=S)N1c1ccc(Cl)c(Cl)c1	-2.1	0.2	1.8	·	2.9	-2.8	-0.6	·	0.2
O=C(NCCN1CCOCC1)C1CCC(=O)N1Cc1ccccc1Cl (stereo not given)	6.9	0.4	3.2	-1.0	1.3	8.4	-1.2	1.8	1.6
Cc1ccn2c(-c3csc(NCc4ccco4)n3)c(C)nc2c1	3.6	3.9	-3.2	-2.2	-2.3	-15.5	1.3	1.0	1.9
COc1cc(NC(=O)c2cc(-c3ccc4c(c3)OCO4)on2)cc(OC)c1OC	3.0	1.3	12.5	1.0	-8.3	2.1	0.4	-4.1	-0.8
CN(C)CCNC(=O)c1cccc(-c2cnc3c(NC=O)cc(-c4cccc(F)c4)cn23)c1	4.0	-1.6	-11.3	-6.4	·	-15.1	·	·	2.1
Cc1ccc([C@@H]2[C@@H]3C(=O)N(C)C(=O)[C@@H]3[C@]3(C)C(=O)N(Cc4ccc(-c5ccccc5)cc4)CC(=O)N23)o1	9.4	-1.5	-1.6	-0.3	-2.3	-1.3	1.8	0.4	0.9
OC[C@@H]1CN(Cc2ccc(Cl)cc2)C[C@H](n2cnc3c(NC4CC4)ncnc32)O1	2.6	-0.1	7.5	-0.1	·	-3.0	·	·	-0.4
Cc1nn(C)cc1S(=O)(=O)NCc1ccc2c(c1)OCO2	-4.6	3.0	2.2	0.8	5.2	9.2	-3.7	-2.8	-0.5
O=C(O)c1cccc(N2C(=O)/C(=C/c3ccc([N+](=O)[O-])cc3)C=C2c2ccccc2)c1	-3.2	2.2	-9.2	-2.1	9.9	0.6	-1.6	-16.1	2.7
Cc1ccc(NC(=O)CCC(=O)Nc2nnc(C3CCCCC3)s2)cc1	-1.7	3.1	-6.5	-2.8	-6.3	1.1	-1.2	-1.0	·

In the list so far, 3 have a furan ring, fused or not:
SMILES	GDH-TPI inh	FBA Mtb inh	PrPC surface inh	FadD28 binding	MazEF act	BoNT F protease	UGM FP inh	Rv3671c inh	Mtb BioA inh
N#C/C(=C\c1ccc(-c2ccccc2Cl)o1)C(=O)Nc1nc2ccccc2s1	7.7	0.5	-0.9	-4.3	-9.8	2.6	-1.2	-1.2	3.2
Cc1ccn2c(-c3csc(NCc4ccco4)n3)c(C)nc2c1	3.6	3.9	-3.2	-2.2	-2.3	-15.5	1.3	1.0	1.9
Cc1ccc([C@@H]2[C@@H]3C(=O)N(C)C(=O)[C@@H]3[C@]3(C)C(=O)N(Cc4ccc(-c5ccccc5)cc4)CC(=O)N23)o1	9.4	-1.5	-1.6	-0.3	-2.3	-1.3	1.8	0.4	0.9

Other compounds follow:
SMILES	GDH-TPI inh	FBA Mtb inh	PrPC surface inh	FadD28 binding	MazEF act	BoNT F protease	UGM FP inh	Rv3671c inh	Mtb BioA inh
Cn1c(C(=O)N2CCN(Cc3ccc4c(c3)OCO4)CC2)cc2c(=O)n(C)c3ccccc3c21	-1.0	6.1	-4.6	0.1	8.3	-0.6	1.4	5.2	0.6
CC(C)c1ccc(N=C2N=C(N)c3ccccc32)cc1	15.5	3.6	-3.4	-1.4	10.9	4.7	-0.3	-2.3	·
NS(=O)(=O)c1cc(C(=O)OCC(=O)Nc2ccc(Cl)cc2[N+](=O)[O-])ccc1Cl	8.0	-4.8	-34.6	-2.0	2.7	-1.1	-0.3	-2.9	·
Cc1cc2nccc(-c3ccncc3)n2n1	1.2	0.0	-15.4	-0.2	6.2	-4.1	-1.7	-2.1	·
COc1ccccc1CN1CCNC(=O)C1CC(=O)NCc1c(C)n[nH]c1C (stereo not given)	-1.6	-0.2	-3.2	1.2	3.3	41.1*	-1.9	6.4	·
Cc1ccc(NC(=O)Nc2nnc(Cc3ccc([N+](=O)[O-])cc3)s2)cc1	10.4	1.6	-0.7	-2.0	0.9	9.5	-1.8	-0.8	1.8
Cc1ccc(NC(=O)c2ccccc2Cl)cc1-n1cnnn1	-0.4	-0.4	9.8	-0.4	0.2	-3.9	-2.5	-5.5	·
CCn1c(NC(=O)/C=C/c2ccc(F)cc2)nc2ccccc21	26.0	-3.2	0.4	-1.9	3.0	-0.7	-0.1	3.9	·
Cc1ccc2c(c1)-c1c(cnn1CC(=O)NC(C)CCc1ccco1)CO2 (stereo not given)	14.4	5.4	-4.5	-1.8	-5.5	-11.9	-3.0	-5.1	-7.0
C1=Cc2ccccc2Nc2ccccc21	13.0	6.1	-7.9	1.2	3.3	-4.9	-0.6	-3.3	·

Bioassay records (PubChem)
